Source: PubChem
TGFb inhibitor: blocks TGF-b signaling; Potency, µM (doses to about 46.1 µM), inactives show at the highest dose activity, negative = inhibition, usual class: inhibitors; HepG2 CAGA-GFP TGF-b/SMAD3 reporter, GFP fluorescence, 18 h; TGF-beta stimulated, 500 pg/mL final; 410,000 compounds, 1.2% hits; further: potency means the concentration at half of the fitted maximal effect; on the % scale 0 is the no-effect control and ±100 the full control effect; nearly all actives have a fitted effect of over 65% in size
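Per well, imaged GFP fluorescence of HEPG2 CAGA-GFP cells gives the signal; cells get compound, then TGF-beta (500 pg/mL final), 18 h at 37 degrees C; %Activity versus -TGF-beta and +DMSO controls.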
Nrf2 inh: blocks Nrf2 signaling | A549 ARE-Fluc reporter, luciferase luminescence, 18-24 h | 360,000 compounds, 2.1% hits | Potency, µM (highest dose often 46 µM), without a hit: top-dose activity change, negative = inhibition, usual class: inhibitors; further: potency means the concentration at half of the fitted maximal effect; on the % scale 0 is the no-effect control and ±100 the full control effect; nearly all actives have a fitted effect of over 60% in size
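Two sequential reads on A549 ARE_Fluc cells exposed to compound for 18-24 h: a CellTiter-Fluor fluorescence read for viability, then a luciferase luminescence read for Nrf2/ARE activity.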
ATXN2 expr inh: ATXN2 expression inhibition | 360,000 compounds, 0.72% hits | HEK-293 ATXN2-luciferase reporter, luminescence, 24 h | Potency, µM (highest dose often 57 µM), for the others: top-dose activity change, negative = inhibition, most hits filed as inhibitors; further: potency means the concentration at half of the fitted maximal effect; on the % scale 0 is the no-effect control and ±100 the full control effect; nearly all actives have a fitted effect of over 55% in size
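qHTS (up to 57 uM final) was run with 24 h compound exposure of reporter cells at 37 °C. Each well was multiplexed: SteadyGlo luminescence measured ATXN2-luciferase expression after a fluorogenic Gly-Phe-AFC viability readout (25 uM final).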
A549 tox: kills or reduces viability of A549 cells in Nrf2 counter-screen; AID 504648; A549 ARE-Fluc cells, CellTiter-Fluor viability, 18-24 h; Potency, µM (doses to about 46 µM), for inactives: top-dose activity change, negative = cytotoxicity, usual class: inhibitors; 390,000 compounds, 0.16% hits; further: potency means the concentration at half of the fitted maximal effect; on the % scale 0 is the no-effect control and ±100 the full control effect
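A549 ARE_Fluc cells in 5% FBS OPTI-MEM were exposed to compounds in concentration-response for 18-24 h at 37 deg C. Viability was read by CellTiter-Fluor fluorescence (Ex 405/Em 525) after 30 min, before the luciferase read.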
S2 tox: viability counter-screen for ATXN expression inhibitors; S2 cells (HEK-293 line with an ATXN2-luciferase reporter) viability, CellTiter-Fluor protease fluorescence, 24 h; Potency, µM (titrated, usually from 56.7 µM), actives largely listed as cytotoxic; 400,000 compounds, 0.49% hits; AID 651635; further: potency means the concentration at half of the fitted maximal effect; nearly all actives have a fitted effect of over 40% in size
EPAC2 ag: EPAC2 (human) agonism. Q8WZA2. EPAC2 activation, biochemical qHTS; response scale: 100% = 6.5 mM cAMP response. Potency, µM (titrated, usually from 154 µM), without a hit: top-dose activation, actives largely listed as activators. 360,000 compounds, 0.079% hits. AID 720711; further: potency means the concentration at half of the fitted maximal effect; nearly all actives have a fitted effect of over 50% in size
Target sequence (Q8WZA2 whole entry, looked up): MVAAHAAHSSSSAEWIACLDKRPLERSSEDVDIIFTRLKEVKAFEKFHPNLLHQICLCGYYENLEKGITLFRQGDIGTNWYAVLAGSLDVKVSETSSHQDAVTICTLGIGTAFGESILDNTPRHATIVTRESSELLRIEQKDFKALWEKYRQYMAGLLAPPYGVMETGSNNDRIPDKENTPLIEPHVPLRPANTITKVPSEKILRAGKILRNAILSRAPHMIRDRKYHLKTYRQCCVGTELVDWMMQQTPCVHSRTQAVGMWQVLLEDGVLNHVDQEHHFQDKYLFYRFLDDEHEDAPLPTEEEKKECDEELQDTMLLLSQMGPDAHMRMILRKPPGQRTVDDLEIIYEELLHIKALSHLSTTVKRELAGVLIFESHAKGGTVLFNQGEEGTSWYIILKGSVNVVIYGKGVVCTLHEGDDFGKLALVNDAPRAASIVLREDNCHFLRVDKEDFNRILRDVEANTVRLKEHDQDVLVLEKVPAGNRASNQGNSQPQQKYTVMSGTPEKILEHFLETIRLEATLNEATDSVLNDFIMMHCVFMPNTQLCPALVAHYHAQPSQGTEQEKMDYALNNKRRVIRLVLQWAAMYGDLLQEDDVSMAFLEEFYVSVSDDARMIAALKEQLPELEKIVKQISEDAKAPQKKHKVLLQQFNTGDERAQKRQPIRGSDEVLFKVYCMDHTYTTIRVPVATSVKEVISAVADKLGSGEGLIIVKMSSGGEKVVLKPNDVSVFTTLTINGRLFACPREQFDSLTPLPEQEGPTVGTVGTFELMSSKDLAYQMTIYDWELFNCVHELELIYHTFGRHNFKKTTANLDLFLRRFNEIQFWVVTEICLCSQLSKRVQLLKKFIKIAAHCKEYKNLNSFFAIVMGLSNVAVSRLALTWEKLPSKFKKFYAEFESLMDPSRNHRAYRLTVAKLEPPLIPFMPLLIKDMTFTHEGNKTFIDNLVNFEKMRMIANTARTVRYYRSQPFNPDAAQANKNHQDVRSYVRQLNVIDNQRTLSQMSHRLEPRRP
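Guanine nucleotide exchange by EPAC2 is measured as reduced fluorescence of BODIPY-GDP once it is released from 250 nM Rap1B. Plates are read kinetically for 30 min at room temperature; results are scaled to 6.5 mM cAMP.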
Nrf2 ARE act: Nrf2 pathway activation. AID 624171. AREc32 ARE-luciferase reporter (MCF7-derived line), luminescence, 24 h. 410,000 compounds, 0.31% hits. Potency, µM (titrated, usually from 46.1 µM), for the others: at the highest dose activation, usual class: activators; further: potency means the concentration at half of the fitted maximal effect; % of control where 0% means no effect; nearly all actives have a fitted effect of over 65% in size
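AREc32 cells carrying an ARE-driven firefly luciferase reporter were seeded at 1000 cells/well in OPTI-MEM with 5% FBS, then exposed to compound for 24 hr at 37 deg C. Luminescence was read with Steady-Glo after 30 min at RT.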
HepG2 tox: kills HepG2 cells in TGF-b inhibitor counter-screen; AID 588856; HepG2 CAGA-GFP viability, ATP luminescence, 18 h; 410,000 compounds, 0.76% hits; Potency, µM (top dose mostly 46.1 µM), for inactives: at the top dose activity change, negative = cytotoxicity, hits mostly cytotoxic; further: potency means the concentration at half of the fitted maximal effect; some results filed as inactive show a strong effect at the top dose
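HepG2 CAGA-GFP cells (1000/well, DMEM with 1% FBS) received compound, then TGF-beta at 500 pg/mL final, and were incubated 18 hours at 37 degrees C. Viability was read by CellTiter-Glo luminescence. Media-only wells were set as complete cell-killing and DMSO as no toxicity.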
IL2 activator: IL-2 activation | IL-2 activation reporter assay, cell-based qHTS; stimulated with anti-CD3/CD4/CD28 beads; in transgenic mouse T cells | activation, % (series mostly up to about 46 µM) | 360,000 compounds, 0.065% hits | AID 652025; in the data active means activation above about 50%; inconclusive means mostly about 30% to 49%; further: 0% is about no effect
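Unstimulated transgenic mouse T cells; 60-min compound exposure; bead-based TCR/CD4/CD28 stimulation; 18 h culture, 37 degrees C; dual fluorescence (EGFP, DsRed) plate cytometry.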
* hit, by the source's call; i = inactive; ? = inconclusive; · = not tested or not shown; & = joins results of further samples; [ ] = another dose, or the depositor's remark. Unless noted, the call rests on the fitted dose curve; in most records, active means well fitted curve in the direction sought with a large enough effect; inconclusive means small, poorly fitted or top-dose-only effect, or another doubt; inactive means no such curve, though single readings can be large; an effect the other way counts as inactive or inconclusive.

SMILES	TGFb inhibitor	Nrf2 inh	ATXN2 expr inh	A549 tox	S2 tox	EPAC2 ag	Nrf2 ARE act	HepG2 tox	IL2 activator
CCOc1ccc(CC(=O)C2=C(N3CCOCC3)CC(C)(C)CC2=O)cc1OCC	-25%	-23%	-6%	1%	i	18%	-0.1%	-1%	0.9
S=C1SCN(Cc2cccnc2)CN1Cc1ccccc1	?	7%	?	9%	?	5%	?	0%	-5.7
CN(c1cccc(NC(=O)c2ccc(C(C)(C)C)cc2)c1)S(C)(=O)=O	-1%	?	?	-5%	i	3%	0.6%	-24%	-1.3
COc1ccccc1CNC(=O)N/C=C/c1ccc(Cl)cc1	46%[activator]	-15%	-15%[11.3 µM]	-3%	i	0%	2.6%	10%	-0.9
C[C@H](NC(=O)NCc1ccc(F)cc1)C(=O)O	-1%	5%	-2%	-1%	i	5%	0.2%	-2%	0.1
C=CCN1C(=O)C(Cc2ccccc2Cl)SC1=Nc1ccc(C(=O)O)cc1 (centres undefined)	-3%	-16%	-4%	6%	i	9%	-0.4%	-10%	-2.3
Cc1ccc(C(=O)NC(=S)Nc2ccccc2C(F)(F)F)cc1C	0%	6%	36%	0%	i	-2%	0.5%	-17%	1.1
CN1C(=O)/C(=N/OC(=O)c2ccccc2Br)c2ccccc21	-22%	2%	28%	14%	i	6%	0.0%	-21%	-2.1
COc1ccc(-n2c(CCc3ccccc3)nnc2SCC(=O)NCc2ccccc2)cc1	-4%	-5%	0%	-6%	i	6%	3.2%	-22%	0.0
CC(=O)CC(=O)Nc1ccc(C(N)=O)cc1	27%	-3%	·	0%	i	1%	-0.3%	-11%	2.4
COC(=O)c1scc(-c2ccc(C)cc2)c1S(=O)(=O)Nc1cccc(C(F)(F)F)c1	?	-14%	-5%	2%	i	·	11%	-33%	·
Cn1cc(CN2CCCC(C(=O)Nc3ccc(-c4cccc(F)c4)cc3)C2)cn1 (centres undefined)	?	-4%	·	1%	32µM*	18%	-3.9%	-99%	-0.7
CCC(CC)n1[nH]c(=O)cc1N	-24%	19%	-9%	8%	i	-7%	-0.1%	-1%	0.5
COc1ccc(OCC(=O)NNC(=O)c2cccs2)cc1	2%	-6%	-1%	-18%	i	0%	-0.6%	-5%	1.5
Cc1cc(C(=O)Nc2c(C)n(C)n(-c3ccccc3)c2=O)c2ccccc2n1	0%	0%	7%	-7%	i	1%	-0.4%	21%	-0.1
CCOc1ccc(C(=O)NC2CC(C)(C)NC(C)(C)C2)cc1	-26%	6%	11%	-1%	?	2%	0.2%	-34%	0.5
Cc1ccc(C2C=C(c3ccc(Cl)cc3)Nc3nc(NS(=O)(=O)c4ccccc4)nn32)cc1 (centres undefined)	55%[activator]	10%	·	1%	·	·	-0.8%	-2%	·
CC(C)(O)C#Cc1ccc(C(=O)NCc2ccccc2)s1	8%	3%	22%	-1%	i	-10%	4.6%	-7%	-2.5
Cc1cc(=O)n2cccc(O)c2n1	14%	6%	-48%	4%	i	29%	15%	-16%	-1.0
CCCCNC(=S)N(C)N=C1CCC(c2ccccc2)CC1 (centres undefined)	1%	-19%	·	9%	i	11%	-1.0%	0%	-1.1
Cn1c(=O)c2ncn(CC(=O)O)c2n(C)c1=O	1%	-16%	·	-3%	i	5%	-0.4%	1%	0.5
CN(c1ccc(OCC(=O)O)cc1)S(=O)(=O)c1ccc2ccccc2c1	32%[activator]	?	·	0%	i	6%	3.0%	-4%	-0.6
CC(C)C(=O)NC(c1ccccc1)c1cc([N+](=O)[O-])c2cccnc2c1O (centres undefined)	-9%	?	?	-20%	i	15%	-1.0%	-40%	0.0
COc1ccc(-n2nc3cc(C)c(NC(C)=O)cc3n2)cc1	9%	-28%	8.9µM*	0%	i	6%	0.0%	1%	1.4
C[C@@H]1CCCCO[C@@H](CN(C)C(=O)CCCN(C)C)[C@@H](C)CN([C@H](C)CO)C(=O)c2cc(N(C)C)ccc2O1	0%	·	2%	·	i	5%	0.3%	1%	-0.7

Some of these compounds in order of their number in TGFb inhibitor, high to low.
Structure,TGFb inhibitor,EPAC2 ag,IL2 activator
CC(C)(O)C#Cc1ccc(C(=O)NCc2ccccc2)s1,8%,-10%,-2.5
Cc1cc(C(=O)Nc2c(C)n(C)n(-c3ccccc3)c2=O)c2ccccc2n1,0%,1%,-0.1
C[C@H](NC(=O)NCc1ccc(F)cc1)C(=O)O,-1%,5%,0.1

More records.
SMILES	TGFb inhibitor	Nrf2 inh	ATXN2 expr inh	A549 tox	S2 tox	EPAC2 ag	Nrf2 ARE act	HepG2 tox	IL2 activator
CCCCNc1nc(N)ncc1[N+](=O)[O-]	3%	-7%	·	1%	i	3%	-0.1%	5%	-3.0
COc1ccc(OC)c(NC(=O)C2Cc3ccccc3CN2S(=O)(=O)c2ccc(F)cc2)c1 (centres undefined)	·	7%	·	-12%	·	·	3.9%	-6%	·
CCOc1ccc(-n2cc(-c3ccccc3)c3c(NCc4ccc(F)cc4)ncnc32)cc1	-4%	·	·	-4%	·	·	6.2%	-22%	·
CC(=O)ON1C(C)(C)Cc2noc(N)c2C1(C)C	8%	-6%	3%	-5%	i	0%	-0.5%	13%	-0.4
CC1CCN(C(=O)COc2ccccc2F)CC1	6%	-5%	4%	-7%	i	29%	-0.2%	-15%	-0.6
COc1ccc(C)cc1Cn1c(S(C)(=O)=O)nc2ccccc21	-5%	2%	8%	-4%	i	8%	-0.2%	-3%	-1.4
Cc1c(C(=O)N2CCOCC2)c(S(=O)(=O)Nc2ccccc2)c(C)n1C	2%	?	·	0%	i	9%	-0.2%	0%	-0.3
O=C(Nc1ccccc1Cl)C1CCCN(S(=O)(=O)c2ccc(-n3cnnn3)cc2)C1 (centres undefined)	-3%	-12%	-3%	3%	i	3%	-0.1%	-4%	-0.3
Nc1nc(SCC(=O)Nc2ccc(C(F)(F)F)cc2)[nH]c(=O)c1NC(=O)c1ccc(F)c(F)c1	0%	3%	6%	0%	i	2%	0.3%	-24%	1.2
COc1ccc(/C=C/C(=O)N(CC(C)C)C2CCS(=O)(=O)C2)cc1 (centres undefined)	2%	2%	5%	4%	i	3%	-0.4%	2%	-3.1
CCN(CC)CCCNC(=O)CSc1nc(-c2ccc(OC)cc2)cc(C(F)(F)F)n1	-6%	·	-17%	0%	i	·	-1.0%	-27%	·
COc1cc(/C=C(\C#N)C(=O)NCC2CCCO2)ccc1OCC(N)=O (centres undefined)	-3%	14%	-12%	5%	i	6%	2.2%	10µM*	-4.5
CC(C)(C)c1ccc(C(=O)NCC(=O)OCC(=O)Nc2ccccc2[N+](=O)[O-])cc1	5%	-9%	2%	0%	i	-9%	-0.4%	-18%	0.6
CN(C)c1ccsc1C(=O)NNS(=O)(=O)c1ccc(Cl)cc1	3%	10%	9%	0%	i	1%	-0.4%	-5%	0.2
O=C(c1ccc(S(=O)(=O)Nc2ccc(F)cc2)cc1)N1CCN(C(=O)c2ccco2)CC1	-3%	?	-9%	-13%	i	-13%	-0.3%	-20%	-3.0
Cc1ccccc1C(=O)Nc1ccccc1Sc1ccccc1	-29%	15%	8%	1%	i	7%	2.1%	-10%	-0.7
CC(C)CN(CCNC(=O)CCN1N=C(c2ccccc2)CCC1=O)CC(C)C	0%	·	·	-1%	·	·	-0.4%	-16%	·
CCc1cccc(C)c1NC(=S)N1CCCCC1c1cccnc1 (centres undefined)	11%	-7%	-6%	13%	i	-2%	-1.1%	-8%	17
COc1cccc(C2C(C#N)=C(N)N(c3ncn[nH]3)C3=C2C(=O)CCC3)c1 (centres undefined)	1%	-3%	1%	-6%	?	-1%	-0.3%	10%	-2.0
COc1ccccc1C(=O)Nc1ccc(-c2nc3ccccc3s2)c(C)c1	?	·	113%[activator]	12%	i	·	13%	-50%	·
CS(=O)(=O)N1Cc2ccccc2CC1C(=O)OCC(=O)Nc1ccc2ccccc2c1 (centres undefined)	-1%	-6%	5%	1%	i	14%	-0.1%	-5%	-0.7
CN(CC(=O)Nc1ccc(F)cc1)CC(=O)N1CCCCC1	0%	2%	·	0%	i	-3%	0.4%	0%	0.8
CCn1ncc(Br)c1C(=O)Nc1sc2c(c1C(=O)OC)CCC2	1%	2%	3%	1%	?	-6%	0.3%	9%	4.0
O=C(COC(=O)/C=C/c1ccco1)Nc1cc(S(=O)(=O)N2CCOCC2)ccc1Cl	-2%	-28%	-7%	3%	i	5%	0.1%	-20%	-0.4
Nc1nc(SCC(=O)N2CCCc3ccccc32)[nH]c(=O)c1-c1ccccc1	-5%	21%	67%[activator]	4%	i	6%	-0.3%	-1%	-0.9

The last two compounds of the part before come first, to join the parts.
SMILES	TGFb inhibitor	Nrf2 inh	ATXN2 expr inh	A549 tox	S2 tox	EPAC2 ag	Nrf2 ARE act	HepG2 tox	IL2 activator
O=C(COC(=O)/C=C/c1ccco1)Nc1cc(S(=O)(=O)N2CCOCC2)ccc1Cl	-2%	-28%	-7%	3%	i	5%	0.1%	-20%	-0.4
Nc1nc(SCC(=O)N2CCCc3ccccc32)[nH]c(=O)c1-c1ccccc1	-5%	21%	67%[activator]	4%	i	6%	-0.3%	-1%	-0.9
CN(C(=O)c1ccccc1)C(=O)c1ccccc1	-7%	·	·	·	i	3%	0.9%	-11%	0.9
COCCSc1ccccc1C(=O)Nc1nnc(C)s1	1%	0%	1%	-4%	i	17%	0.6%	-12%	3.2
CCCCc1nc2cc(C(=O)N3CCCC3)ccc2o1	9%	-5%	·	1%	i	0%	3.0%	-1%	0.0
N#Cc1ccc(OCc2ccc(C(=O)O)o2)cc1	0%	6%	27%	0%	i	4%	-0.3%	3%	0.8
O=C1CCC[C@@H]2[C@H]3CCC[N+]4([O-])CCC[C@@H](CN12)[C@@H]34 (some centres undefined)	-9%	-5%	-1%&-2%	-6%	i	-2%	-0.4%	-2%	-0.4
NC(=O)COC(=O)/C=C/c1ccc(S(=O)(=O)N2CCCCCC2)cc1	-1%	8%	2%	0%	i	2%	-0.6%	-19%	-3.3
